Wnt act = Wnt/beta-catenin pathway activators, primary screen, cell-based, plate reader, single point | Wnt/beta-catenin reporter cell assay, activator | activation, % at 9.35 µM | 1.2% of 300,000 active | AID 743398, 2014; in the data active = activation above about 30%, passing the limit was not always enough;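 note: 0% = neutral control wells and 100% = positive control wells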
dFosB act = activators of delta FosB homodimer, primary screen, biochemical, fluorescence polarization, TAMRA-CDK5 oligo, single point; Protein FosB (Mus musculus), P13346; purified delta FosB; percent of positive-control signal above neutral wells; activation, % at 25 µM; 0.99% of 340,000 active;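 active = mean activation above about 17%, with every replicate also reaching it, limit read from the data, passing the limit was not always enough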;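 note: fluorescence polarization rise as delta FosB binds a TAMRA Cdk5 AP-1 oligo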
Target sequence (P13346 whole entry, looked up): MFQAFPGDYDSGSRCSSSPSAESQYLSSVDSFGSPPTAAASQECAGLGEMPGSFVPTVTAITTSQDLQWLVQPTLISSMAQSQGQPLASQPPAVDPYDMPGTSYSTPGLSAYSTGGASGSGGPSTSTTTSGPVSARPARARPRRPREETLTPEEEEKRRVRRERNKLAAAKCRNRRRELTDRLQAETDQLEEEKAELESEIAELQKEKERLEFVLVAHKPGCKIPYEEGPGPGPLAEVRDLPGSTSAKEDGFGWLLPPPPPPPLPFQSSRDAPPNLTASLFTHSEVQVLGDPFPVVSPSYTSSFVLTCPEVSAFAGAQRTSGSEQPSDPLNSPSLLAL
Rtt109 HAT inh = inhibitors of C. albicans Rtt109/Vps75 HAT, primary screen, biochemical, ThioGlo CoA-SH fluorescence, plate reader; AID 540336, 2011; inhibition, % at 34.9 µM; purified Rtt109/Vps75, 4 h; 0.16% of 330,000 active; Histone acetyltransferase RTT109 (Candida albicans (strain SC5314 / ATCC MYA-2876)), …;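 active = inhibition of at least 50% in every replicate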
CDK5 inh = inhibitors of human CDK5/p35 kinase, primary screen, biochemical, single concentration. inhibition, % at 10 µM. 0.01% of 330,000 active. AID 488839, 2010. Recombinant CDK5/p35, ADP-Glo luminescence, 60 min;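 active = highest replicate inhibition of at least 50% and at least 75% of replicates reaching 50%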;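 note: plate controls were DMSO neutral control for no effect and GW8510 at 10 µM for full effect; many of its hits are not listed in these tables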
Target sequence (Q00535 whole entry, looked up): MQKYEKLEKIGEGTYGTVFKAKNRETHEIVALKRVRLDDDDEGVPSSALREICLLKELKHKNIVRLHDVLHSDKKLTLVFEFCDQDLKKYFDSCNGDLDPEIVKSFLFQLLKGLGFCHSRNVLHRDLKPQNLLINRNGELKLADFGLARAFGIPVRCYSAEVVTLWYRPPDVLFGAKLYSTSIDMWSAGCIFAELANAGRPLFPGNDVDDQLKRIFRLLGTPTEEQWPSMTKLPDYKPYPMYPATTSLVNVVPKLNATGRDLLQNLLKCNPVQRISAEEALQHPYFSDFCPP
Target sequence (Q15078 whole entry, looked up): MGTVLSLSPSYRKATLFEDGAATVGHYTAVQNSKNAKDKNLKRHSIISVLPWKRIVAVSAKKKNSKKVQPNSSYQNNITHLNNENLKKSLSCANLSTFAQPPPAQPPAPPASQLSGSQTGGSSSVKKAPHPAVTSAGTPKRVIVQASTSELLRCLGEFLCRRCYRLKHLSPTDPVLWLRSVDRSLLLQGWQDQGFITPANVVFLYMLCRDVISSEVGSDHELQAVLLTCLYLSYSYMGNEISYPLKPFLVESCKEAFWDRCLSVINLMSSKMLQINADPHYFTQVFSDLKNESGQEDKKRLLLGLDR
CAL PDZ FP-1 = CAL PDZ peptide-binding inhibitors, primary screen, biochemical, fluorescence polarization, Cer-tagged CAL PDZ, HTS; Golgi-associated PDZ and coiled-coil motif-containing protein (Homo sapiens), Q9HD26; purified CAL PDZ, TMR-peptide fluorescence polarization, 1 h; inhibition, % at 20 µM; 0.02% of 330,000 active; AID 504414, 2011;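 active = highest replicate inhibition of at least 40%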;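 note: plate controls were DMSO neutral control wells for no effect and unlabeled competitor peptide control wells for full effect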
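material = purified tagged CAL PDZ domain construct (CerCALP) | buffer or medium = sodium phosphate/NaCl buffer pH 7.4 with TCEP, IgG, Thesit | reagent = TMR-labelled reporter peptide T*-PRC34 bound in PDZ groove | incubation = 1 h room-temperature incubation prior to read | measured by = fluorescence polarization (mP) | evaluation = percent inhibition from loss of millipolarization | control set = unlabelled peptide and DMSO controls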
V-ATPase pHluor = regulators of yeast V-ATPase proton pumping, primary screen, pHLuorin cytosolic pH fluorescence | S. cerevisiae | response, % at 10 µM | 0.37% of 350,000 active | AID 504577, 2011; in the data active = response mostly above about 7.3%, no sharp cut-off; inactive = mostly below about 5.4%; note: actives read high; inactives centre near 0; some compounds called inactive have numbers as strong as hits
CAL PDZ FP-2 = untagged CAL PDZ binding inhibitors, primary screen, biochemical, fluorescence polarization, HTS | 0.92% of 300,000 active | AID 602252, 2012 | inhibition, % at 24.9 µM | Golgi-associated PDZ and coiled-coil motif-containing protein (Homo sapiens), Q9HD26 | purified CAL PDZ, TMR-peptide fluorescence polarization, 1 h;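 active = mean inhibition of at least 30% with at least half of replicates also reaching 30%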;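 note: 0% = DMSO neutral control and 100% = excess unlabeled competitor peptide PRC23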
MITF act = activators of MITF-driven TRPM1 promoter reporter, primary screen, cell-based, SK-MEL-5, luciferase, single point | 0.75% of 300,000 active | SK-MEL-5 TRPM1-promoter luciferase, 24 h; % of positive control, neutral wells = 0 | activation, % at 12.5 µM;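 active = mean activation of at least 80% with every replicate also reaching 80%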;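 note: 0% = neutral control wells and 100% = parthenolide positive control wells; values of inactives mirror those of a sister screen read the other way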
Tat transport = E. coli Tat export inhibitors, primary screen, MC4100, TorA-mCherry reporter, fluorescence, single point; inhibition, % at 10 µM; 0.036% of 340,000 active; AID 488895, 2010;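 active = mean replicate inhibition at least 50% and at least half of replicates individually reaching 50%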;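 note: exported cargo escapes ClpAP degradation while cytoplasmic cargo is degraded and loses fluorescence; 0% = median of neutral control wells and 100% = median of NaSCN control wells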
RTF Ca sens act = cardiac RTF calcium sensitivity activators, primary screen, biochemical, IANBD-TnC fluorescence, EC20 calcium; Troponin I, cardiac muscle (Homo sapiens) + Troponin T, cardiac muscle (Homo sapiens) + …; activation, % at 7.2 µM; AID 493008, 2010; IANBD-labeled TnC RTF fluorescence at EC20 calcium; 0% EC20 calcium, 100% full calcium; 0.24% of 340,000 active;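 active = activation above the mean over all tested compounds plus 3 SD, cut at about 30% in these data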;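 note: rise in fluorescence read as greater calcium sensitivity of cardiac thin filaments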
* = called active by the depositor; i = inactive; . = no result given.

SMILES	Wnt act	dFosB act	Rtt109 HAT inh	CDK5 inh	CAL PDZ FP-1	V-ATPase pHluor	CAL PDZ FP-2	MITF act	Tat transport	RTF Ca sens act
Cc1ccc(N2CC(NS(=O)(=O)c3cc(F)ccc3F)CC2=O)cc1C (stereo unspecified)	-0.4	-3.1	13.0	-1.0	-3.3	2.4	3.8	-7.5	1.0	-6.0
Fc1ccc(CN(Cc2ccccc2)C(c2cccs2)c2nnnn2C2CCCCC2)cc1 (stereo unspecified)	.	-5.9	7.1	-1.6	-1.9	-1.3	-2.2	-2.8	4.7	-3.8
CCSC1=C(C#N)C2(CCCCC2)C(C#N)C(=O)N1 (stereo unspecified)	3.0	5.0	5.9	-0.1	-1.0	-2.5	-2.0	2.0	2.5	-0.5
O=C(Cc1ccc(Cl)cc1)Nc1cccc(C(=O)Nc2ccccc2C(=O)O)c1	-1.7	-18.5	-2.5	-2.1	-8.4	-2.6	-10.0	-11.6	12.7	-1.7
Cc1ccc(C(=O)C(C)OC(=O)CN2C(=O)NC3(CCCC3)C2=O)cc1C (stereo unspecified)	-2.2	-5.9	6.5	0.4	-0.3	-1.0	-6.6	11.7	-4.5	2.5
CC(OC(=O)c1ccco1)C(=O)Nc1nc(-c2ccccc2)cs1 (stereo unspecified)	7.3	-0.7	-3.3	-0.5	-1.2	-0.9	-1.4	89.5*	5.3	9.1
COc1ccc(N(CC(=O)NC2CCCC2)C(=O)CCC(=O)Nc2nc(C)cs2)cc1OC	8.5	-14.8	-33.6	-1.0	-3.5	1.9	-4.9	7.5	-1.9	1.0
COc1cccc2[nH]c(C(=O)NCCc3ccccc3)cc12	12.7	-2.0	-0.8	0.9	1.3	1.5	-7.4	109.5*	3.5	-0.5
CC(C)OC(=O)CC1C(=O)NCCN1C(=S)NC(=O)c1cccs1 (stereo unspecified)	-4.1	-6.2	3.4	-2.0	-2.9	-0.1	-7.4	-7.8	-6.3	-3.3
OCCNCCOc1ccc(Cl)c(Cl)c1	-0.7	5.6	-3.9	-0.3	-0.6	-0.5	-1.6	0.5	-0.9	-3.4
C=CCn1c(=S)[nH]c2cc(C(=O)NCCc3ccc(S(N)(=O)=O)cc3)ccc2c1=O	-3.5	4.8	15.4	-0.6	-0.2	3.1	-3.6	11.6	-6.2	-4.2
O=c1cc(/C=C/c2cccs2)[nH]c2ccccc12	5.7	-7.0	6.5	0.1	-2.3	-3.9	-0.7	-8.0	-4.0	4.6

The list goes on, overlapping the part above by 2 compounds.
SMILES	Wnt act	dFosB act	Rtt109 HAT inh	CDK5 inh	CAL PDZ FP-1	V-ATPase pHluor	CAL PDZ FP-2	MITF act	Tat transport	RTF Ca sens act
C=CCn1c(=S)[nH]c2cc(C(=O)NCCc3ccc(S(N)(=O)=O)cc3)ccc2c1=O	-3.5	4.8	15.4	-0.6	-0.2	3.1	-3.6	11.6	-6.2	-4.2
O=c1cc(/C=C/c2cccs2)[nH]c2ccccc12	5.7	-7.0	6.5	0.1	-2.3	-3.9	-0.7	-8.0	-4.0	4.6
CC(=O)N1CCN(c2nc3cc4c(cc3nc2NS(=O)(=O)c2ccccc2)OCCO4)CC1	-0.4	-1.3	-70.2	-0.3	-2.0	2.5	.	-3.5	-3.2	-2.1
FC(F)Oc1ccc(/C=N/n2c(Cc3ccc(Br)cc3)n[nH]c2=S)cc1	-3.2	-7.5	9.6	1.5	-1.9	-5.9	-2.4	.	1.4	1.8
COc1ccc(S(=O)(=O)N(Cc2cccs2)C2CCCC2)cc1	-0.7	-1.8	5.4	0.6	-0.7	-0.2	-3.6	.	19.6	-7.1
Cn1nnnc1SCC(=O)NC(=O)Cc1ccccc1	-3.5	2.9	-31.4	-1.3	-0.6	-1.0	-3.0	1.6	-7.2	-3.0
Cc1csc(SCC(=O)NC(=O)NC(C)C)n1	-1.1	-6.0	-8.0	0.0	-17.5	-1.5	2.4	-8.4	17.4	3.9
CCCn1cc(S(=O)(=O)CC(=O)Nc2ccc(OCC)cc2)c2ccccc21	-3.3	0.1	3.6	-0.8	.	4.2	-3.9	.	6.1	10.5
CCOC(=O)C(C)Sc1nnc(NC(=O)c2cccc([N+](=O)[O-])c2C)s1 (stereo unspecified)	-5.8	-1.1	-4.0	-1.0	-0.4	-0.1	0.1	3.9	-8.2	7.0
O=C(c1ccccc1F)N1CCC(N2CCCCCC2)CC1	-3.0	-0.8	-2.8	-0.4	-0.5	-1.9	-2.1	.	-3.0	4.0
N#CC1(NC(=O)COC(=O)Cn2[nH]c(=O)c3ccccc3c2=O)CCCCC1	-1.3	4.1	-2.4	0.5	-2.1	-2.5	-0.2	22.6	-1.3	-4.7
CCn1c(SCC(=O)N2CCCc3ccccc32)nc2ccccc2c1=O	-9.7	-12.7	16.6	1.1	-3.4	-2.4	9.1	.	1.2	-0.8
CC(C)NC(=S)N/N=C/c1c[nH]c2ccccc12	.	-6.3	-1.0	0.4	-0.9	3.2	-1.8	17.4	-5.6	1.8
CCNc1nc(NCC)n2c(SCC(=O)N3CC4(C)CC3CC(C)(C)C4)nnc2n1 (stereo unspecified)	-1.8	0.2	1.0	0.6	-0.3	-0.6	-4.0	-5.0	4.3	-6.1
Clc1ccc(-c2csc(N3CCC(c4ccccc4)C3)n2)cc1 (stereo unspecified)	.	-6.5	-2.5	0.7	-1.0	0.9	-3.8	74.0	-7.4	-2.8
COc1ccc(CCOC2OC(CO)C(OC(=O)/C=C/c3ccc(O)c(OC)c3)C(O[C@H]3O[C@@H](C)[C@H](O)[C@@H](O)[C@H]3O)C2O)cc1O (stereo partly specified)	-1.1	2.1	3.4	-1.8	-0.8	2.1	3.7	-1.4	-3.2	4.6
CN(Cc1cnn(C)c1)C(=O)C1CCCCC1C(=O)O (stereo unspecified)	-2.0	4.6	-2.0	-0.2	-1.0	1.9	-2.1	-8.0	-5.4	-5.7
C=CCN(c1ccccc1OC)S(=O)(=O)c1cccc(C(=O)NC2=NCCS2)c1	-4.4	-10.4	-14.0	-0.8	-0.9	1.2	-10.1	-0.5	-3.9	2.4
Cc1ccnc(NC(=S)N2CCN(c3cccc(C(F)(F)F)c3)CC2)c1	-4.3	-8.8	-2.2	-0.5	-2.5	-0.5	3.8	-6.6	6.1	-3.7
COc1ccc(-c2nc(=S)c3c(n2Cc2cccnc2)CC(C)(C)OC3)cc1	0.6	-3.0	4.0	-4.8	0.3	0.1	.	.	-4.9	0.3
CC(NC(=O)c1ccc(C(C)(C)C)cc1)C(=O)O (stereo unspecified)	.	-4.2	-2.2	0.1	-1.0	-2.7	10.7	-4.2	1.6	1.2
CN(c1nc2ccccc2n2c(C3CC3)nnc12)S(=O)(=O)c1ccccc1	-0.1	-1.0	-5.1	-2.4	-2.2	0.9	-0.1	-1.4	6.8	6.7
CC(=O)Nc1ccc(/C(C)=N/NS(=O)(=O)c2ccccc2)cc1	.	-3.7	3.1	1.1	-0.1	2.7	-2.0	-4.0	-0.5	-2.0
COc1cc(-c2nc(-c3ccc4c(c3)-c3ccccc3S4(=O)=O)c(-c3ccccc3)[nH]2)cc(OC)c1O	7.0	-7.6	-1.9	0.9	-0.2	-5.5	3.9	.	3.4	14.0
O=C(CSc1nc(C2CCCCC2)nc2ccccc12)NCc1ccco1	-1.1	-9.7	-9.2	-0.1	-0.4	-0.6	.	-2.9	-7.6	4.1
CCOc1ccc2c(c1)-c1c(ssc1=S)C(C)(C)N2	.	-2.2	.	-1.8	-1.0	0.3	-0.5	-9.0	2.0	0.8
Oc1ccccc1N1CCN(c2ncnc3scc(-c4ccccc4)c23)CC1	-4.9	-17.9	4.0	-1.9	-1.9	-1.6	-4.3	-6.0	5.8	-7.7
COc1cccc(Nc2nc3ccccc3n3cnnc23)c1	21.0	3.7	-2.3	-0.8	-3.6	-1.5	.	61.6	0.5	-1.8
O=C(NC1CCC(=O)N(CCOc2ccccc2)CC1)OCc1ccccc1 (stereo unspecified)	-4.0	-2.4	0.3	-3.0	-0.8	2.0	4.0	0.3	6.3	2.6
Cc1cc(=O)oc2cc(NS(=O)(=O)c3ccc(F)cc3)ccc12	2.6	-4.9	i	-0.6	0.1	-3.9	-1.0	.	-11.0	2.0
O=C(CCCN1C(=O)/C(=C/c2ccccc2Cl)SC1=S)NNC(=O)c1ccccc1Cl	-4.6	1.6	-7.1	-1.1	-1.0	10.4*	-1.4	-37.7	-18.7	-0.6
Cc1ccc(C)c2[nH]c(=O)c(CCNC(=O)CC(C)(C)C)cc12	-3.1	-5.5	-3.8	-1.3	-0.6	0.6	.	2.2	-0.2	-3.9
O=C(Cc1cccc2ccccc12)Nc1ccccc1Br	-1.2	-3.9	6.1	0.8	0.0	2.7	-1.7	.	-2.0	-0.3
Cc1cc(NC(=O)Cc2ccc(Br)cc2)no1	0.5	-5.4	0.1	-0.4	20.6	3.5	-0.8	6.4	3.2	-5.1
COc1ccc(N=C2C(=O)N3CCCc4cccc2c43)cc1	.	8.1	-10.7	1.2	-0.2	-0.5	-2.9	-6.0	2.8	0.8
COc1ccc(CCNC(=O)CSc2nc3[nH]ncc3c(=O)n2-c2ccc(C)c(Cl)c2)cc1OC	0.3	-1.5	1.0	2.3	-2.6	9.3	-4.1	4.0	26.8	12.0
Cc1ncc([N+](=O)[O-])n1CCOC(=O)Nc1ccc(Cl)c(Cl)c1	10.1	-4.2	-2.9	1.4	-2.2	-1.1	10.4	.	-2.2	10.6
CS(=O)(=O)N1CCN(c2ccc(NC(=O)c3ccccc3)cc2)CC1	15.7	-0.7	-18.2	1.0	-0.6	-0.2	4.2	54.3	-7.3	.
CCOc1ccc(N2C(=O)c3ccccc3C2O)cc1 (stereo unspecified)	42.6*	-3.7	-8.9	0.3	0.2	2.9	.	.	-3.4	1.1
CCOc1ccccc1N1CC(C(=O)Nc2nccs2)CC1=O (stereo unspecified)	.	3.4	3.8	-0.3	0.8	-3.7	-2.5	2.6	9.4	0.0
N#Cc1nc(-c2ccccc2F)oc1N1CCCCC1	5.7	-6.7	12.4	0.6	-0.5	1.4	-1.6	10.3	4.8	-4.0
